# Casp6 inh = inhibitors of human caspase-6; P55212; purified caspase-6, Z-VEID-R110 cleavage fluorescence; inhibition, % at 12.5 µM; 350,000 tested, 0.53% active; AID 686996;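 active = mean inhibition across replicates at least about 35%, with every replicate also reaching that limit, limit read from the data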;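 note: 0% = median of neutral control wells and 100% = no fluorescence left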
# Target sequence (P55212 24-179 limits assumed): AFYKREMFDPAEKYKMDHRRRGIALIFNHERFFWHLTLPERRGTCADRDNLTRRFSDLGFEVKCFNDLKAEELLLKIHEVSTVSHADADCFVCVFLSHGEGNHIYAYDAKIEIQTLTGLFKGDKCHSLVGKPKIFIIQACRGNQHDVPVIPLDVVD
# Target sequence (P55212 194-293 limits assumed): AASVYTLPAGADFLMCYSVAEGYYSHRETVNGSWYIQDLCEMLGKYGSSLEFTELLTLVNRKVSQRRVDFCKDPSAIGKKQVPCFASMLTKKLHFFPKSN
# RAD54 inh = blocks human RAD54 Holliday junction branch migration | Q92698 | FAM/BHQ fluorescence | inhibition, % at 10.4 µM | 360,000 tested, 0.14% active;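 active = mean normalized replicate activity at least 40 and at least half of replicates scoring 40 or more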;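 note: 0% = median of neutral control wells and 100% = median of positive control wells; inhibitors cause a drop in the FAM fluorescence signal; in these data hits start at about 50%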
# INS-1E GSIS act = GLuc luminescence reporter in INS-1E cells, primary screen for activators of glucose-dependent secretion of insulin; INS-1E GLuc reporter insulin secretion, 2-3 h; activation, % at 16.6 µM; 370,000 tested, 0.61% active; AID 743287;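 active = lowest replicate activation of at least 40%, so every replicate reaches that level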;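 note: 0% = median of neutral control wells and 100% = median of IBMX positive control wells; some compounds called inactive have numbers as strong as hits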
# E-sel inducer = induces E-selectin expression in human endothelial cells | P16581 | HUVEC E-selectin immunofluorescence imaging; normalized: neutral wells 0, TNF-alpha wells 100 | activation, % at 7.58 µM | 260,000 tested, 0.37% active | AID 686992;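 active = mean E-selectin-positive cell signal at least 10% of the positive control, reached in at least 60% of replicates, without over 20% cell loss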;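 note: in these data hits start at about 27%; measured in HUVEC primary endothelial cells; signal is the percent of cells scored E-selectin positive by PE staining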
# Target sequence (P16581 whole entry, looked up): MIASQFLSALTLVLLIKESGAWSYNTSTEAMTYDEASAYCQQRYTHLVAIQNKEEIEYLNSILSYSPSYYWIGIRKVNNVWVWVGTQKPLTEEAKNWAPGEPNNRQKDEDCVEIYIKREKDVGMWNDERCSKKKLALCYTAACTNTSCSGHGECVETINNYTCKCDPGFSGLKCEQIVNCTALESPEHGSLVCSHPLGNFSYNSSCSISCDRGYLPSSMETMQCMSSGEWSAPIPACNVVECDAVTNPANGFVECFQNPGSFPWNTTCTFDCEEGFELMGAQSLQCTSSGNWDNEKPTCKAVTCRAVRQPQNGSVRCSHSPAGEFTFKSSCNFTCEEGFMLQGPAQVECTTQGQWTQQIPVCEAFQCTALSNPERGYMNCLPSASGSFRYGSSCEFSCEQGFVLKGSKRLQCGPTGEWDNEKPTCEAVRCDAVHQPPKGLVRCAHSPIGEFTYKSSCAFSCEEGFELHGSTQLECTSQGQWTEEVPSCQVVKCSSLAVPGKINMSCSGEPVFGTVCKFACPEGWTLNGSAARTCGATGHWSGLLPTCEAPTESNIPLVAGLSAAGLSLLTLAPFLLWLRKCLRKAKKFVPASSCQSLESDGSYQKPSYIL
#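 Read-out basis: % PE-positive cells; Test system: HUVEC primary endothelial cells; Technique: immunofluorescence imaging; Dosing: single-point compound dose.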
# XiGFP reactiv = activators of X-chromosome reactivation in mouse fibroblasts; activation, % at 7.58 µM; 360,000 tested, 0.055% active; XiGFP mouse fibroblasts, % GFP-positive cells imaging, 3 d; cells co-treated with 5-aza-dC sensitizer; scaled so ellipticine positive control = 100%; AID 743238;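 active = mean normalized replicate activation at least 10% and every replicate at or above 10%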;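 note: 0% = median of on-plate neutral control wells and 100% = ellipticine 6 µM median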
#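 Material: SV40-immortalized XiGFP fibroblast cells, line 68-5-11 | Buffer or medium: DMEM containing 5-aza-dC | Dosing: One concentration, pinned | Times: 3 d treatment, 15 min room-temperature fixation | Controls: Ellipticine 6 µM positive control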
# CFTR F508del cor = CFTR F508del correction in bronchial cells. CFBE cells, YFP halide quenching; stimulated with forskolin plus potentiator P3; % fluorescence drop versus neutral controls. activity (quench increase), % at 7.58 µM. 350,000 tested, 0.36% active. AID 720511;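 active = mean added fluorescence quench of at least 8% versus neutral control, with both replicates also reaching 8%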;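 note: cells transiently co-express mutant CFTR-F508del with the halide-sensitive YFP; corrector assay measuring rescue of mutant channel to the surface after 24 h compound exposure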
# DENV2 CPE rescue = protects cells from dengue virus 2 cytopathic effect; DENV2-infected cells, cytopathic effect rescue, plate reader; CPE inhibition, % at 9.99 µM; 350,000 tested, 1.7% active; AID 651640; in the data active = CPE inhibition above about 20%, passing the limit was not always enough; tested in BHK-21 cells;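 note: 0% = median of neutral control wells and 100% = median of positive control wells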
# RAD52 inh = inhibitors of human RAD52 DNA annealing; P43351; recombinant RAD52 DNA annealing, FRET fluorescence; inhibition, % at 18.7 µM; 360,000 tested, 0.46% active;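 active = every replicate showing at least 50% inhibition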
# Numbers without * were called inactive; / = no result given; & = joins results of further samples. The order is random; 3.7% or so of the library scored in one or more.
# The opening nine records, ahead of the listing:
SMILES,Casp6 inh,RAD54 inh,INS-1E GSIS act,E-sel inducer,XiGFP reactiv,CFTR F508del cor,DENV2 CPE rescue,RAD52 inh
CSc1ccccc1OCc1cc(C(=O)NC(C)c2cnn(C)c2)no1 (centres undefined),-3,7,2,0.1,0.2,-2.7,5,-12
Cc1noc(C)c1S(=O)(=O)Nc1ccc2c(c1)C(=O)N([C@@H](C)CO)C[C@H](C)[C@@H](CN(C)Cc1ccc3c(c1)OCO3)OCCCC[C@@H](C)O2,1,0,-12,-0.2,0.0,3.1,-9,9
C[C@@H]1CN([C@H](C)CO)S(=O)(=O)c2ccc(-c3cccnc3)cc2O[C@@H]1CN(C)C(=O)NC1CCCCC1,-2,-2,1,0.5,-0.9,2.3,5,0
CCC1Oc2ccccc2N(CC(=O)NCc2cccs2)C1=O (centres undefined),-4,/,-2,/,0.0,1.3,-1,-24
O=C(OCC#CCSc1nnc(-c2cccc3ccccc23)o1)c1ccco1,3,5,4,/,/,/,/,-8
CC[N+]1(CC)CC2CCC(C)(C1)C2(C)C (centres undefined),-1,-6,6,/,-0.1,-2.6,-4,-11
CCCC(=O)N1CCC2(CC1)CN(C(=O)C1CC1)[C@@H](CO)c1[nH]c3cc(OC)ccc3c12,1,/,-2,-0.4,0.2,3.3,-5,0
CCc1nnc(NC(=O)Cc2cc(OC)c(OC)c(OC)c2)s1,2,3,17,2.2,0.3,0.9,/,-3
CNC[C@@H]1Oc2ccc(NC(=O)Nc3ccc(C(F)(F)F)cc3)cc2CC(=O)N([C@H](C)CO)C[C@@H]1C,3,-4,-11,-0.1,-0.2,-5.0,16,11

# The whole of this part, from the start:
SMILES,Casp6 inh,RAD54 inh,INS-1E GSIS act,E-sel inducer,XiGFP reactiv,CFTR F508del cor,DENV2 CPE rescue,RAD52 inh
CSc1ccccc1OCc1cc(C(=O)NC(C)c2cnn(C)c2)no1 (centres undefined),-3,7,2,0.1,0.2,-2.7,5,-12
Cc1noc(C)c1S(=O)(=O)Nc1ccc2c(c1)C(=O)N([C@@H](C)CO)C[C@H](C)[C@@H](CN(C)Cc1ccc3c(c1)OCO3)OCCCC[C@@H](C)O2,1,0,-12,-0.2,0.0,3.1,-9,9
C[C@@H]1CN([C@H](C)CO)S(=O)(=O)c2ccc(-c3cccnc3)cc2O[C@@H]1CN(C)C(=O)NC1CCCCC1,-2,-2,1,0.5,-0.9,2.3,5,0
CCC1Oc2ccccc2N(CC(=O)NCc2cccs2)C1=O (centres undefined),-4,/,-2,/,0.0,1.3,-1,-24
O=C(OCC#CCSc1nnc(-c2cccc3ccccc23)o1)c1ccco1,3,5,4,/,/,/,/,-8
CC[N+]1(CC)CC2CCC(C)(C1)C2(C)C (centres undefined),-1,-6,6,/,-0.1,-2.6,-4,-11
CCCC(=O)N1CCC2(CC1)CN(C(=O)C1CC1)[C@@H](CO)c1[nH]c3cc(OC)ccc3c12,1,/,-2,-0.4,0.2,3.3,-5,0
CCc1nnc(NC(=O)Cc2cc(OC)c(OC)c(OC)c2)s1,2,3,17,2.2,0.3,0.9,/,-3
CNC[C@@H]1Oc2ccc(NC(=O)Nc3ccc(C(F)(F)F)cc3)cc2CC(=O)N([C@H](C)CO)C[C@@H]1C,3,-4,-11,-0.1,-0.2,-5.0,16,11
CCC(=O)N(C)C[C@H]1Oc2cc(C#CCN(C)C)ccc2S(=O)(=O)N([C@H](C)CO)C[C@@H]1C,-15,2,18,-0.2,-0.7,-0.7,2,-10
COc1cccc(NC(=O)Cn2c3ccccc3c3nc4n(c(=O)c32)CCS4)c1,0,/,9,5.4,0.0,0.6,0,-26
Cc1nonc1CN(C)C(=O)CC1C(=O)NCCN1Cc1c(F)cccc1Cl (centres undefined),-3,2,2,/,0.0,-3.1,-2,6
O=C(CCc1c[nH]c2ccccc12)NCc1cccc(Cl)c1,3,12,4,0.0,0.1,-6.2,5,-5
O=C(c1cccs1)N1C[C@@H](O)[C@H](n2cc(-c3ccc(F)cc3)nn2)C[C@@H]1c1ccccc1,4,-6,-13,0.0,0.1,4.6,-7,1
O=C(NCc1cccnc1)OC1CC2CC1[C@H]1CCCCN1C2=O (some centres undefined),1,/,5,/,-0.1,1.1,0,-6
COc1ccc(-c2csc(C(C)(NC(C)=O)c3ccc(OC)cc3)n2)cc1 (centres undefined),3,1,-2,-0.3,0.0,0.9,5,-2
O=C(COc1ccc(Cl)cc1)NCCCNC(=O)c1ccncc1,2,12,10,0.1,0.0,-2.8,1,-1
Cc1ccc(-c2ccc(=O)n(Cc3ccc(F)cc3)n2)cc1,-2,1,3,0.3,0.0,0.9,-7,-11
COc1cc(NC(=O)COC(=O)Cc2ccc(-c3ccccc3)cc2)cc(OC)c1,-1,/,/,3.1,0.1,/,1,-16
O=[N+]([O-])c1cccc(-c2noc3c2-c2nc(Cc4cccc5ccccc45)sc2CC3)c1,-1,-5,1,-0.4,0.0,0.3,/,-8
CC(Sc1nnc(-c2ccccc2Br)o1)C(=O)N1CCOCC1 (centres undefined),-4,4,8,-0.7,0.4,-2.0,0,-4
CC1C(Br)C(=O)NC(=O)N1Cc1ccccc1 (centres undefined),-3,/,6,-0.1,0.1,2.7,-5,-4
CC1CCCC(NC(=O)COC(=O)COc2ccc(Br)cc2)C1C (centres undefined),3,4,16,/,0.0,2.3,1,-11
C[C@H]1CN([C@@H](C)CO)C(=O)Cc2cc(NS(C)(=O)=O)ccc2O[C@H]1CN(C)Cc1ccncc1,-4,5,11,-2.9,0.0,-4.5,-5,0
NCCCC[C@@H]1NC(=O)[C@H](CCC(=O)O)NC(=O)c2cc([N+](=O)[O-])cc(I)c2SC[C@@H](C(=O)NCC(N)=O)NC1=O,-3,3,5,-0.1,0.0,-0.7,/,-15
O=C(Nc1ccccc1N1CCOCC1)C1=NN(c2ccccc2)C(=O)CC1,0,-4,50*,/,0.0,2.2,69*,3
CN(CC(=O)Nc1ccc(OC(F)(F)F)cc1)C(=O)Cc1ccc2c(c1)CCC2,-5,-2,4,/,0.0,2.0,-8,-8
CC(=O)Nc1ccc(CN2CCC(Oc3ccc(C(=O)N4CCCC4)cc3)CC2)cc1,2,-2,4,0.2,-0.1,0.6,-5,-9
COc1ccc(NC(=O)Cn2nnc(C(=O)NCCc3ccc(OC)c(OC)c3)c2N)c(OC)c1,0,/,7,/,0.0,-1.6,4,-6
CC(=O)n1cc([C@@H]2C=C(C(=O)N3CCOCC3)O[C@H](OCc3ccc(CO)cc3)C2)c2ccccc21,-2,-2,-9,0.3,0.0,-4.3&0.0,5,10
CCOC(=O)c1c(C)n(C)c2ccc(OCC(O)CN3CCCCCC3)cc12 (centres undefined),-5,32,0,0.5,0.0,3.5,-7,34
COc1ccc(-c2noc(C3CCCN(C(=O)c4cccc(C)c4)C3)n2)cc1 (centres undefined),0,7,-8,0.3,0.0,-3.2,-4,-8
CN(C)C(=S)Nc1cccc(C(F)(F)F)c1,1,/,-3,2.2,0.4,-3.2,-4,-12
Cc1nc2cc(Cl)ccc2n1CCO,-5,2,11,/,/,-0.6,19,-5
O=C(CN1CCCCC1)N1CCN(c2ccccc2)CC1,-1,-7,9,-0.1,0.1,-0.2,1,-1
C=CCNC(=O)/C(=C/c1cccc([N+](=O)[O-])c1)NC(=O)c1ccccc1,0,/,1,-0.6,0.0,-2.8,10,-62
CCOC(=O)C1(C(F)(F)F)N=C(C(F)(F)F)Nc2cc(C)c(C)cc21 (centres undefined),0,/,6,5.9,0.0,/,4,7
O=c1c2ccccc2ncn1-c1ccccc1C(F)(F)F,2,/,15,/,0.2,/,-4,-18
Cc1cccc(CCNC(=O)C2CCC(=O)N(Cc3ccccc3F)C2)n1 (centres undefined),-1,-1,-2,0.1,0.1,1.6,-8,-16
COC(=O)c1ccc(C2c3c(n[nH]c3C)C(=O)N2c2ccc(C)cc2)cc1 (centres undefined),6,0,-17,-0.2,0.3,-0.4,-6,-11
Cn1c(CNC(=O)CNC(=O)Cc2ccccc2)cc(=O)n(C)c1=O,0,5,12,/,0.2,-1.1,-1,-8
C[C@@H]1CN([C@H](C)CO)C(=O)c2cccc(NS(=O)(=O)c3ccccc3)c2O[C@H]1CN(C)Cc1ccc(C(=O)Nc2ccccc2N)cc1,0,/,1,0.0,0.0,-2.6,-4,-6
CN1C(=O)c2cc(NC(=O)C3CC3)ccc2OC[C@@H]2O[C@H](CC(=O)NCc3ccccc3F)CC[C@H]21,1,/,2,0.1,0.1,0.7,-2,7
CO[C@@H]1CN(C)C(=O)c2cc(NC(=O)c3ccccc3)ccc2OC[C@@H](C)NC[C@@H]1C,2,17,2,-0.1,0.3,-0.9,-3,4
CC(OC(=O)CN1C(=O)NC2(CCCCC2C)C1=O)c1ccccc1 (centres undefined),-3,2,6,-0.4,0.1,1.3,8,-10
O=C(CSc1nnc(SCc2ccccc2)s1)N/N=C/C=C/c1ccco1,13,/,-12,/,0.0,/,2,-17
COc1ccc(C(=O)N2CCOC2CNC(=O)C(=O)NCCc2ccc(OC)c(OC)c2)cc1 (centres undefined),-4,2,0,/,0.3,-0.1,3,-12
Cc1ccc(C(=O)C(C)OC(=O)Cc2c[nH]c3ccccc23)cc1 (centres undefined),5,4,-31,/,0.2,-0.8,27*,-7
COc1cc(C(C)=O)ccc1OCCN1CCC(Cc2ccccc2)CC1,4,-10,-18,5.6,-0.1,1.2,-1,-5
COc1ccc(NC(=O)CN(C)CC(=O)Nc2ccc(N3CCOCC3)cc2)c([N+](=O)[O-])c1,3,/,-17,/,0.0,-3.0,-3,-5
COC(=O)C[C@@H]1C=C[C@@H](NC(=O)c2ccccc2)[C@H](CO)O1,-2,2,-7,-0.3,0.7,1.3,2,5
O=C(C1CCCC1)N1CCCCN2[C@H](CO)[C@H](c3ccc(C#CC4CC4)cc3)[C@@H]2C1,-2,6,/,/,/,2.3,8,19
CO[C@@H]1CN(C)C(=O)c2ccc(NS(C)(=O)=O)cc2OC[C@H](C)N(CC2CCOCC2)C[C@@H]1C,1,4,6,-0.1,0.2,-0.7,4,1
O=C(N=C1SC2CS(=O)(=O)CC2N1Cc1ccccc1)C1CC1 (centres undefined),-2,-4,0,/,0.1,-2.8,-2,-8
O=C(Cc1cccs1)NC1CCCC1,7,/,4,2.7,0.2,-2.0,/,-13
N/C(=N\OC(=O)c1cccc([N+](=O)[O-])c1)c1ccccn1,-1,/,-1,/,0.1,-0.9,-3,-7
O=C(C[C@@H]1CC[C@@H]2[C@H](COC[C@H](O)CN2C(=O)Cc2ccccc2)O1)NC1Cc2ccccc2C1,4,-3,-3,-0.1,0.1,-1.2,0,0
C[C@@H](NC(=O)[C@@H]1CCCN1C(=O)[C@@H]1CCCN1)c1ccccc1,-1,/,-9,0.0,0.5,2.9,16,-15
CS(=O)(=O)c1ccc(NC(=O)CCN2C(=O)NC3(CCCC3)C2=O)cc1,0,-2,-8,2.4,0.0,-0.5,-2,-3
Cc1ccc(S(=O)(=O)N(C)C[C@H]2Oc3c(NC(=O)Nc4ccccc4)cccc3C(=O)N([C@@H](C)CO)C[C@@H]2C)cc1,-1,2,-11,0.3,0.1,-0.6,-12,-4
COc1ccc(C2=NN(C(=O)CCC(=O)O)C(c3ccc([N+](=O)[O-])cc3)C2)cc1 (centres undefined),1,-11,2,/,0.1,-2.7,-1,-2
Cc1ccc2nc(-c3cccnc3)c(Nc3ccccc3C)n2c1,0,-6,39,-0.1,0.0,-1.2,/,-13

# Compound activity as filed in PubChem BioAssay.
